Screening results as filed in PubChem BioAssay.
sPLA2-III inh: human group III sPLA2 inhibitors, primary screen, biochemical, QFRET, BODIPY PC-A2 liposome substrate; QFRET BODIPY PC-A2 liposome hydrolysis, fluorescence; inhibition, % at 12.2 µM; Group 3 secretory phospholipase A2 (Homo sapiens), Q9NZ20; actives 0.56% (n = 370,000);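 active = inhibition above mean plus 3 SD of compounds lying within the high and low control bounds, cut at about 19% in these data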;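 note: 0% = median of test compound wells and 100% = no enzyme DMSO wells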
GC-B act: human GC-B receptor activators, primary screen, HEK293 GC-B cells, cGMP TR-FRET, EC30 CNP; Atrial natriuretic peptide receptor 2 (Homo sapiens), P20594; 0% at EC30 CNP, 100% saturating CNP; activation, % at 10 µM; actives 0.11% (n = 370,000);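 active = activation at 10 µM reaching about 35% in either raw or pattern-adjusted values, limit read from the data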
ASAP1 GAP inh: inhibitors of human ASAP1 ArfGAP activity, primary screen, biochemical, fluorescence polarization; actives 0.19% (n = 360,000); AID 624377, 2012; inhibition, % at 16.5 µM; ASAP1-stimulated ARF1 GTP hydrolysis, GDP FP detection; in the data active = inhibition above about 25%;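 note: 0% = vehicle with enzyme and substrate and 100% = no enzyme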
Target sequence (Q9ULH1 325-724 limits assumed): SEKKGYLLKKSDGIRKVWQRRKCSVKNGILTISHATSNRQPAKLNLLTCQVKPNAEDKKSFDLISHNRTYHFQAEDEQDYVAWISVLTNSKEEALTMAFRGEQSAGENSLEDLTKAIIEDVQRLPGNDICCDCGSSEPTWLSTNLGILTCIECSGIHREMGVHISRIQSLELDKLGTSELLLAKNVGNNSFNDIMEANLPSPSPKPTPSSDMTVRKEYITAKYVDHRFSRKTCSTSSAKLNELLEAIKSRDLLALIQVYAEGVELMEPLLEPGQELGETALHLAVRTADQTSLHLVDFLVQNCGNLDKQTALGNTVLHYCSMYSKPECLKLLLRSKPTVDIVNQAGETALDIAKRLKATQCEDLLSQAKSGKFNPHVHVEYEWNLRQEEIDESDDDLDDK
rCAG binder: binders of r(CAG) RNA repeats, primary screen, biochemical, fluorescence | r(CAG) RNA repeat, TO-PRO-1 dye displacement fluorescence | inhibition, % at 3 µM | actives 1.3% (n = 370,000) | AID 651821, 2012;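 active = inhibition above the plate cutoff, the mean of all test compounds on that plate plus 3 SD, cut at about 35% in these data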;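 note: 0% = DMSO alone and 100% = 100 µM mitoxantrone as full dye displacement; higher means more dye released from RNA so lower well fluorescence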
FXN GAA850 act: FXN promoter activators, primary screen, cell-based, luciferase luminescence, HEK293 lucGAA850 | HEK293 lucGAA850 FXN promoter luciferase reporter, 24 h; percent of 10 µM SAHA response | activation, % at 6 µM | actives 0.56% (n = 360,000);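 active = activation above the average of all compounds screened plus 3 SD, cutoff fixed separately per campaign, cut at about 7.5% in these data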;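 note: 0% = DMSO wells and 100% = 10 µM SAHA wells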
ARFGAP1 inhibitor: inhibitors of rat ARFGAP1 GAP activity, primary screen, biochemical, fluorescence polarization, GDP tracer | Arfgap1-stimulated ARF1 GTP hydrolysis, GDP FP detection | inhibition, % at 16.5 µM | actives 0.26% (n = 360,000) | AID 651572, 2012;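 active = inhibition above a per-plate limit, mean inhibition of low control wells plus 3 SD, cut at about 25% in these data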;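 note: 0% = DMSO wells with enzyme and 100% = wells lacking Arfgap1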
Target sequence (Q62848 1-136 limits assumed): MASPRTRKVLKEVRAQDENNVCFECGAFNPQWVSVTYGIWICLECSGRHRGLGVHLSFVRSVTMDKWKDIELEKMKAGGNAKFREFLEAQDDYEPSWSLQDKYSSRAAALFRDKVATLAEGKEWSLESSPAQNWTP
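system = rat Arfgap1 catalytic domain, aa 1-136 | technique = FP, GDP Alexa 633 tracer displaced from anti-GDP antibody, 620/688 nm | compound = one concentration, 16.5 µM, DMSO 1.26% | medium = HEPES-based buffer, pH 7.5 | timing = compound-enzyme preincubation 20 min, reaction 120 min, detection 60 min, 25 °C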
ADAM10 inh: human ADAM10 inhibitors, primary screen, biochemical, QFRET, HTS; recombinant ADAM10, EDANS/DABCYL FRET peptide cleavage, 3 h; AID 720582, 2013; inhibition, % at 7 µM; actives 0.62% (n = 370,000);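 active = inhibition above a per-campaign cutoff equal to the mean of compounds falling between control-based bounds plus 3 SD, cut at about 20% in these data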;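 note: 0% = DMSO wells while the 100% control is not disclosed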
Tn6 DDE FP: inhibitors of Tn6 peptide binding to fibrin DD(E), primary screen, biochemical, fluorescence polarization, human fibrin, Tn6 probe. AID 720509, 2013. inhibition, % at 8.3 µM. Fibrin DD(E) TRITC-Tn6 fluorescence polarization displacement. actives 0.21% (n = 370,000);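 active = inhibition above a per-campaign cutoff: mean of compounds within control limits plus 3 SD, cut at about 15% in these data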;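 note: 0% = median of all compound wells on the plate and 100% = blocking peptide control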
Target sequence (P02675 whole entry, looked up): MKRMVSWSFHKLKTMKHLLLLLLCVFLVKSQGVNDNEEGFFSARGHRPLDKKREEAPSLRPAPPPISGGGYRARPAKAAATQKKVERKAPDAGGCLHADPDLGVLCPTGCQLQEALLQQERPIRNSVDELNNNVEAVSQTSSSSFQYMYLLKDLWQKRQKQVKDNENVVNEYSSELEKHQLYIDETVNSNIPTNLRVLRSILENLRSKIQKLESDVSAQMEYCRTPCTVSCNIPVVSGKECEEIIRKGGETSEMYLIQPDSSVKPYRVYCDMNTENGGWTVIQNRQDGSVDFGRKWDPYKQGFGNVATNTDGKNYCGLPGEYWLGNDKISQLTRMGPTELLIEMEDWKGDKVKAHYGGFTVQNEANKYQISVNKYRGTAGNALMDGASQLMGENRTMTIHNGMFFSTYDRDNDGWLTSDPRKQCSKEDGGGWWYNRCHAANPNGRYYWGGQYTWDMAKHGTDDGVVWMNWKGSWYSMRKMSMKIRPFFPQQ
proKLK7 act: proKLK7 zymogen activators, primary screen, biochemical, fluorescence intensity; purified proKLK7, EDANS-DABCYL substrate fluorescence; 100% is mature enzyme control, 0% vehicle; Kallikrein-7 (Homo sapiens), P49862; activation, % at 7 µM; AID 652039, 2013; actives 0.9% (n = 370,000);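 active = activation above the mean of all tested compounds plus 3 SD, computed per campaign excluding outliers beyond control limits, cut at about 13% in these data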
NPR1 activator: GC-A stimulated cGMP production enhancers – HEK293 GC-A cells, cGMP TR-FRET, EC30 ANP, primary screen | AID 1671463, 2021 | 0% at EC30 ANP, 100% saturating ANP | activation, % at 10 µM | Atrial natriuretic peptide receptor 1 (Homo sapiens), P16066 | actives 0.14% (n = 370,000); in the data active = activation above about 40%
An asterisk follows results filed as active; . = no result given.

smiles	sPLA2-III inh	GC-B act	ASAP1 GAP inh	rCAG binder	FXN GAA850 act	ARFGAP1 inhibitor	ADAM10 inh	Tn6 DDE FP	proKLK7 act	NPR1 activator
C[C@@H]1CN([C@H](C)CO)C(=O)CCCn2nncc2CO[C@@H]1CN(C)S(C)(=O)=O	11	1	-1	1	0.8	-7	-6	3	-0.6	-3
COc1cccc(N2CCN(CC(=O)NCc3c(F)cccc3F)CC2)c1	5	5	.	-2	.	.	-9	-3	0.1	2
N#Cc1cccc(-n2c(-c3ccccc3)nnc2-c2ccccc2)c1C#N	-6	0	14	0	1.7	1	-5	1	0.2	-13
O=[N+]([O-])c1ccccc1/C=C/CN1CCCCC1CO (configuration not stated)	2	-5	-23	-3	1.4	-8	14	-7	-0.5	-2
CCOC(=O)c1nc(-c2ccc3c(c2)OCO3)[nH]c1C	-1	-2	-17	-1	-1.6	-4	-13	-5	-0.2	0
COc1ccc(C(=O)O)cc1S(=O)(=O)Nc1ccccc1C(=O)NCc1ccc2c(c1)OCO2	4	1	2	5	0.7	2	-30	-6	0.1	1
COc1ccc(-c2cc(NC=O)c3ncc(-c4cc(OC)c(OC)c(OC)c4)n3c2)cc1	3	8	10	11	3.0	1	-32	-4	-0.6	13
COC(=O)c1ccc(OC)c(CSc2nnc(COc3ccc(OC)cc3)o2)c1	-35	-5	-9	-5	-0.3	12	4	-2	-0.5	1
COC(=O)C1=CN(c2ccc(F)cc2)C(N)=C(C#N)C1c1cccc(OC)c1OC (configuration not stated)	0	-2	1	3	.	-3	-5	-5	0.9	0
Brc1cccc(-c2nnc(SCc3ccon3)n2-c2ccccc2)c1	-3	-20	1	0	0.0	-5	-3	7	0.1	-22
CC(Sc1nnc2c(n1)[nH]c1ccccc12)C(=O)NC1CCCCC1 (configuration not stated)	1	-1	11	6	-0.6	11	-3	-3	-0.2	3
CCOc1ccccc1-n1nnnc1SCC(=O)N1CCCC1=O	-6	5	2	2	-0.6	2	-7	6	-0.3	2
O=C(N[C@H]1c2ccccc2C[C@H]1O)[C@H]1O[C@@H](n2ccc(=O)[nH]c2=O)[C@H](O)[C@@H]1O	4	-1	-7	0	.	-6	-11	1	-0.3	-2
Cc1occc1-c1nnc(SCC(=O)N(C)c2ccccc2)n1C	7	1	-3	-5	1.9	5	-13	-6	-0.7	1
CC1CC(C)CN(CCOc2ccc(Br)cc2)C1 (configuration not stated)	-5	4	-9	-4	0.2	8	5	0	-0.5	3
O=C(NCCc1c[nH]c2ccccc12)c1cnc2n(c1=O)CCS2	16	5	14	1	1.4	12	-10	-11	-1.4	6
Cc1ccc(C)c(S(=O)(=O)N2CCCC2CNC(=O)C(=O)NC2CC2)c1 (configuration not stated)	-1	-4	6	-2	1.6	2	-1	-2	-0.6	1
O=C(CSc1nnnn1-c1ccccc1)Nc1ncc2c(n1)CC(c1ccco1)CC2=O (configuration not stated)	-15	0	-9	2	-0.4	3	0	3	0.4	-3
Cc1ccc(C2(C)NC(=O)N(CC(=O)Nc3ccc4[nH]c(=O)[nH]c4c3)C2=O)cc1 (configuration not stated)	-11	5	4	11	3.4	0	0	0	-0.3	-1
Cc1cc(C)cc(OCC(O)CN2CCN(Cc3ccc4c(c3)OCO4)CC2)c1 (configuration not stated)	-5	2	5	-8	-0.9	-4	-1	7	-0.1	-3
O=C(CN1C(=O)CCSc2ccccc21)Nc1cccc(Cl)c1F	2	-18	.	7	.	.	-6	1	0.3	-13
CN(Cc1nc(Cc2cccc(F)c2)no1)CC1CCOCC1	7	1	8	-4	-1.6	-1	1	5	0.0	-3
CN1C(=O)[C@@](O)(c2cn(C)c3ccccc23)c2ccccc21	-2	-9	8	3	.	13	-3	0	0.3	-2
CSc1ncccc1C(=O)N1CCN(S(=O)(=O)c2ccccc2)CC1	3	5	-9	-1	0.0	-6	1	-1	-0.2	0
CCOC(=O)[C@]12CCC=C1N(CCC1=CCCCC1)C(=O)[C@H](CC(=O)NCC1CCCCC1)C2	-11	4	7	5	.	-7	-6	11	-0.1	2
CC1CCN(C(=O)CSc2ccc(-c3ccccc3)nn2)CC1	-2	5	3	-4	-0.3	1	-7	0	-0.6	2
CC(=O)Nc1ccc(N2C(=O)CC(N3CCSCC3)C2=O)cc1 (configuration not stated)	-1	-2	-1	3	0.6	25*	0	3	0.2	0
CCC(=O)Nc1c2c(nn1-c1ccc([N+](=O)[O-])cc1)CS(=O)(=O)C2	6	1	6	0	0.9	12	4	2	-0.9	2
CC(C)N1CCc2c(sc(NC(=O)CCS(=O)(=O)c3ccccc3)c2C#N)C1	-7	1	5	-2	2.2	6	-23	3	0.2	3
Cc1ccc(S(=O)(=O)N(C)c2nc3ccccc3n3c(C(C)C)nnc23)cc1	5	1	3	-5	5.8	-1	-20	8	-0.2	5
CC(C)(C)c1n[nH]c(=S)n(/N=C/c2cccs2)c1=O	19	2	5	1	1.7	3	-1	6	0.2	1
CCS(=O)(=O)Nc1ccc(C2=NN(C(=O)c3ccco3)C(c3cccs3)C2)cc1 (configuration not stated)	-11	-16	14	12	-2.4	19	-51	-12	-4.9	-22
CC(=O)c1cccc(NC(=O)C(OC(=O)c2cccs2)c2ccccc2)c1 (configuration not stated)	-22	-7	0	7	1.4	-7	13	3	-0.1	-2
O=C(NC(=S)Nc1ccccc1N1CCOCC1)c1ccccc1F	9	10	-2	-7	1.3	-1	1	-6	0.2	-3
O=C(CCS(=O)(=O)c1ccc(Br)cc1)NCc1cccs1	-1	-4	4	-4	4.4	-1	-6	1	0.2	3
O=S(=O)(N/N=C\c1c(F)cccc1Cl)c1ccc(Cl)cc1	3	-2	8	10	-1.3	5	8	5	0.5	5
CC(C)(C)NC(=O)C1CC(=O)OC12CCCCC2 (configuration not stated)	-4	3	-6	1	0.9	9	-4	-3	0.4	1
CCc1ccc(C(C)NC(=O)Cc2ccc(F)cc2)cc1 (configuration not stated)	3	-1	3	-6	1.5	6	1	2	-0.4	2
Cc1cc(NC(=O)c2cc(-c3ccccc3)on2)n(-c2ccccc2)n1	-1	-4	9	-3	-2.1	16	-1	-3	0.9	3
COc1cccc2sc3ccc(C#CC4(N)CCCCC4)cc3c(=O)c12	-10	-4	11	11	1.9	4	-138	4	-12	7
COC(=O)c1ccc(C)c(-n2c(C)cc(C=O)c2C)c1	3	-1	1	0	3.1	-3	-10	0	0.5	-5
O=C(c1ccco1)N1CCN(S(=O)(=O)c2ccc(S(=O)(=O)NC3CC3)cc2)CC1	-9	3	-14	3	-0.5	3	7	-9	-0.1	-4
CN(C)/C=C(\C#N)C(N)=C(C#N)C#N	-2	0	1	-3	1.1	-4	-13	-8	-0.5	1
CCN(Cc1ccccc1)C(=O)CCCOc1ccccc1	0	0	-4	-6	0.1	7	6	-1	-0.4	-1
Cc1cc2c(=O)oc(-c3ccccc3Br)nc2s1	6	-8	5	-1	-0.5	1	0	4	0.5	-3
O=C(C1=C[C@H](C2CCCCC2)C[C@H](OCc2ccc(CO)cc2)O1)N1CCN(Cc2ccccc2)CC1	-22	5	-6	-2	-0.4	-5	14	-2	0.4	1
CN(C(=O)c1cccc(NC(=O)Cc2ccc(NC(=O)C3CCCN(C(=O)c4ccccc4)C3)cc2)c1)C1CCC1 (configuration not stated)	-11	-2	-7	4	-1.2	-5	-11	1	0.9	2
Cc1ccc(C2=CC(C)(c3ccc(C)cc3)Nc3nc(C(F)(F)F)nn32)cc1 (configuration not stated)	-8	12	20	2	0.8	-9	12	-2	0.2	12
O=C(N[C@@H](CO)C(=O)NCc1ccccc1)c1ccc(C(F)(F)F)cc1	9	1	-3	-5	-0.8	4	3	2	0.0	-3
Cc1cc(C)n(CCc2nc(-c3ccc(F)cc3)cs2)n1	5	-11	1	-4	-0.6	0	-3	-5	0.0	-8

The list goes on.
smiles	sPLA2-III inh	GC-B act	ASAP1 GAP inh	rCAG binder	FXN GAA850 act	ARFGAP1 inhibitor	ADAM10 inh	Tn6 DDE FP	proKLK7 act	NPR1 activator
COc1ccc(NC(=O)c2cccc(Oc3ccc([N+](=O)[O-])cc3Cl)c2)cc1	-5	8	16	8	3.8	-2	22*	-5	0.0	3
CCOc1cc(N2CCOCC2)c(OCC)cc1NC(=O)COc1cccc(Cl)c1	7	9	5	-6	-0.5	-5	-8	1	0.6	9
CC(=O)c1ccc(S(=O)(=O)NC2CCSc3ccccc32)cc1 (configuration not stated)	1	1	6	1	3.8	-3	-4	-1	-0.7	-1
Cc1ccccc1CC(=O)OCC(=O)Nc1ccc(C)c(S(=O)(=O)N2CCCCC2)c1	-37	-1	2	4	-0.7	-8	5	0	0.3	2
CN(C)c1ccnc(Nc2ccc(F)cc2)c1C#N	5	0	-1	4	0.7	4	-5	-1	-0.9	2
COc1ccccc1-c1csc(Nc2ccc(Oc3ccccc3)cc2)n1	5	4	2	11	.	7	-9	6	-0.3	1
O=C(CCCc1nc(-c2ccccc2Cl)no1)NC1CCCCC1	5	-7	-4	-3	1.1	2	4	-1	0.2	0
COc1ccc(CCNC(=O)COC(=O)/C=C/c2ccc3c(c2)OCO3)cc1	1	0	-2	3	2.4	-2	-32	-1	-0.2	-5
N#CCCSCc1ccc(C(=O)O)o1	1	0	13	3	3.1	0	-2	-5	0.2	3
CCOC(=O)CNC(=O)COc1coc(CN2CCN(c3ccccc3F)CC2)cc1=O	4	1	-1	-6	0.4	11	-13	5	0.7	0
CC(=O)Nc1cccc(C(=O)OCC(=O)c2ccc3c(c2)OCO3)c1	-2	-3	6	2	2.4	-4	-5	2	0.9	1
CN(C)CCCN=Cc1c(O)n(Cc2ccccc2)c(=O)c2ccccc12	-2	-3	10	2	2.8	6	-203	-2	1.4	2

Arranged by heavy-atom count (high to low): three of the compounds above.
smiles	sPLA2-III inh	GC-B act	ASAP1 GAP inh	rCAG binder	FXN GAA850 act	ARFGAP1 inhibitor	ADAM10 inh	Tn6 DDE FP	proKLK7 act	NPR1 activator
Cc1ccccc1CC(=O)OCC(=O)Nc1ccc(C)c(S(=O)(=O)N2CCCCC2)c1	-37	-1	2	4	-0.7	-8	5	0	0.3	2
COc1ccc(NC(=O)c2cccc(Oc3ccc([N+](=O)[O-])cc3Cl)c2)cc1	-5	8	16	8	3.8	-2	22*	-5	0.0	3
N#CCCSCc1ccc(C(=O)O)o1	1	0	13	3	3.1	0	-2	-5	0.2	3
